# Source: PubChem
# RSV CPE inhibition = inhibition of RSV-induced cytopathic effect – HEp-2 cells, primary 10 µM value included (AID 2391); HEp-2 cells, RSV-induced CPE inhibition; higher % means a stronger effect; one-dose CPE inhibition, % at 10 µM; IC50 in µM for titrated hits; hit rate 0.13% among 310,000; in the data active = a potency from the dose series; inconclusive = CPE inhibition mostly from about 23% at the one dose, without a potency; inactive = the rest, 99 in 100 with CPE inhibition below about 21%; also: strong numbers were not always called active
# NTR1 agonist = agonists of NTR1, primary screen, imaging, U2OS cells, beta-arrestin-GFP, high content (AID 493036); hit rate 0.17% among 330,000; P30989; activation, % at 20 µM; NTR1-U2OS beta-arrestin-GFP spot imaging, agonist mode;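 active = activation at or above 40% of the spot to cytoplasm intensity ratio, with at least 20 cells analyzed; inconclusive = wells under 20 cells, flagged as cytotoxic or low count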;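 also: 0% = DMSO without peptide and 100% = 100 nM NTR1 peptide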
# Target sequence (P30989 whole entry, looked up): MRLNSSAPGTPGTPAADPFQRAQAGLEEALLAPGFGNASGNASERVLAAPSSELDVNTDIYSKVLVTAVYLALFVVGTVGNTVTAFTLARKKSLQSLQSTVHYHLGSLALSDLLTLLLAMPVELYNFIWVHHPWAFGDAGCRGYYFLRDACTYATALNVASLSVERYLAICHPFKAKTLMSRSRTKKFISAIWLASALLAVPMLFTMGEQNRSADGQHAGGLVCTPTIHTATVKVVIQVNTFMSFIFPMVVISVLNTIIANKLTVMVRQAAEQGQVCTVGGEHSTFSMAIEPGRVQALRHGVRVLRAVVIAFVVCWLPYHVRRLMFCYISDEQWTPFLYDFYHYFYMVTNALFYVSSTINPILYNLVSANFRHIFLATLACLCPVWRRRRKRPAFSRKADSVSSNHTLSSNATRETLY
# Siah-1 displacement = blockers of Siah-1 interaction with plectin peptide – biochemical, fluorescence polarization, rhodamine-plectin, uHTS, primary screen (AID 1817). Siah-1 / rhodamine-plectin peptide fluorescence polarization; higher % means a stronger effect. one-dose displacement, % at 20 µM; IC50 in µM for titrated hits. hit rate 0.02% among 290,000;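 active = displacement of at least 50% at 20 µM, with a fluorescence ratio check between 0.3 and a set limit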;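 also: plate controls were Siah plus tracer with DMSO for no effect and tracer alone without Siah for full effect; strong numbers were not always called active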
# NS5 inhibitors = flavivirus cap methylation enzyme inhibition – biochemical, confirmation dose response, primary screen (AID 588689); Dengue-2 NS5 methyltransferase capping enzyme assay, biochemical; higher % means a stronger effect; one-dose inhibition, % at 25 µM; IC50 in µM for titrated hits; hit rate 0.3% among 340,000; in the data active = a potency from the dose series; inconclusive = inhibition above about 29% without an active follow-up result
# West Nile virus CPE = inhibition of WNV-induced cytopathic effect – cell-based, CPE readout (AID 1621); West Nile virus-infected cells, CPE inhibition; higher % means a stronger effect; CPE inhibition, % at 10 µM; hits with a dose series show IC50 in µM; hit rate 0.02% among 290,000; in the data active = a potency from the dose series; inconclusive = CPE inhibition mostly from about 3.7% at the one dose, without a potency; inactive = the rest, 99 in 100 with CPE inhibition below about 2.2%; also: strong numbers were not always called active
# MgcRacGAP inhibition = MgcRacGAP GTPase-activating activity inhibitors, confirmation, biochemical, ADP Hunter fluorescence; MgcRacGAP-stimulated Rac1 GTP hydrolysis, ADP Hunter fluorescence; higher % means a stronger effect; GST-tagged Rac1 F28L mutant substrate; inhibition, % at 30 µM, or IC50 in µM where a hit was titrated; hit rate 0.6% among 340,000; AID 624330;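 active = first-screen hits whose inhibition reached a set limit at any dose in the follow-up dose series; inconclusive = inhibition above the set first-screen limit but never retested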;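 also: fluorescence reports GDP produced by GAP-driven GTP hydrolysis; strong numbers were not always called active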
# SV40 large T antigen = TAg ATPase/helicase activity blockers – biochemical (AID 1903) | one-dose inhibition, % at 20 µM; IC50 in µM for titrated hits | hit rate 0.39% among 310,000 | SV40 large T antigen ATPase/helicase inhibition assay; higher % means a stronger effect; in the data active = a potency from the dose series; inconclusive = inhibition mostly from about 32% at the one dose, without a potency; inactive = the rest, 99 in 100 with inhibition below about 32%; also: strong numbers were not always called active
# AID2073 = inhibitors of Mint1-CaV2.2 protein interaction, biochemical, HTRF (AID 2073). one-dose inhibition, % at 20 µM; IC50 in µM for titrated hits. HTRF protein-protein interaction, Mint1-CaV2.2; higher % means a stronger effect. hit rate 0.19% among 290,000; in the data active = inhibition mostly above about 51%, no sharp cut-off; inconclusive = no clear call, values can overlap the other calls; inactive = mostly below about 53%; also: some results filed as inactive read as strong as hits
# UTI89 phage lysis = protection from phage-mediated lysis, alamar blue read-out – E. coli UTI89, K1F phage, bacterial capsule biogenesis inhibitors (AID 488966) | hit rate 0.02% among 340,000 | one-dose inhibition, % at 100 µM; IC50 in µM for titrated hits | E. coli UTI89 K1F phage lysis, alamar blue, 2 h; higher % means a stronger effect;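 active = phage lysis inhibition, versus mean bacterial control, above a set limit; inconclusive = no clear call, values can overlap the other calls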;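 also: capsule biogenesis inhibitors block K1F phage lysis so surviving cells raise fluorescence; higher fluorescence means more inhibition of phage lysis; actives were called in the ten point dose series up to 300 µM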
# NTR1 agonist cell count 20 µM = further read-out of NTR1 agonist, marked with its call; cell count; measured here: cell count, cytotoxicity flag
# NS5 inhibitors pilot replicate = second read-out of NS5 inhibitors, no call of its own (marks repeat the call); inhibition, %; measured here: pilot screen replicate inhibition
# The depositor's hits bear a star; ? = inconclusive; . = no result given; [ ] = another dose, or the depositor's remark.
SMILES,RSV CPE inhibition,NTR1 agonist,NTR1 agonist cell count 20 µM,Siah-1 displacement,NS5 inhibitors,West Nile virus CPE,MgcRacGAP inhibition,SV40 large T antigen,AID2073,UTI89 phage lysis,others
CC(NC(=O)c1ccc(=O)oc1)c1ccccc1 (stereo not drawn),0.1%,-1.1,51,-3%,-5%,0.3%,7%,1%,43%,0.2%,
Cc1cccc(OS(=O)(=O)NC(=O)OCC2CCCN3CCCCC23)c1 (stereo not drawn),0.8%,2.0,48,8%,-2%,-0.2%,11%,-2%,?,-0.1%,
N#Cc1nc(-c2ccc(Cl)cc2)oc1NCc1ccco1,3.2%,-1.6,29,2%,-4%,0.3%,9%,14%,24%,0.2%,
O=C1c2ccccc2S(=O)(=O)c2cc(N3CCC4(CC3)OCCO4)ccc21,2.6%,0.1,114,.,.,-0.6%,.,12%,.,.,
O=C(NCC(O)c1ccccc1)c1ccc(Cl)c(S(=O)(=O)N2CCCC2)c1 (stereo not drawn),20%,2.1,59,.,-12%,.,-2%,10%,.,-0.1%[50 µM],
COc1cccc(C(=O)Nc2c(C)nn(-c3ccccc3)c2C)c1,2.2%,0.0,80,3%,9%,0.3%,3%,2%,-8%,-0.3%,
COc1cc(S(=O)(=O)N2CCC(c3nc4ccccc4s3)CC2)ccc1S(=O)(=O)N1CC(C)CC(C)C1 (stereo not drawn),1.3%,2.2,44,16%,-4%,-0.1%,-3%,10%,-4%,0.2%,
CC(C)CC(N=Cc1c(O)c2ccccc2oc1=O)C(=O)O (stereo not drawn),0.1%,-0.1,32,3%,-6%,-0.4%,7%,18%,17%,-0.5%,
Cc1ncc(C[n+]2ccc(C)c(C)c2)c(N)n1,-0.1%,-0.5,76,.,2%,.,9%,18%,.,0.0%,
CC1=C(C(=O)OC(C)C)C(c2cccnc2)n2ncnc2N1 (stereo not drawn),0.7%,0.1,91,2%,-4%,-0.1%,8%,1%,1%,-1.3%,
COc1cc(NC(=S)NC(=O)c2ccc(C(C)(C)C)cc2)ccc1NC(=O)c1cccs1,8.4µM*,3.2,71,5%,0%,-0.1%,2%,23%,-6%,0.8%,
COc1ccc(/C=C2\SC(=O)N(CCC(=O)N3CCN(C)CC3)C2=O)cc1,-0.4%,0.7,73,-4%,-4%,-0.8%,8%,11%,-2%,-0.1%,NS5 inhibitors pilot replicate=-3.7
COc1cccc([C@@H]2Oc3ccc(OC)cc3C(=O)[C@H]2OC(=O)NCc2ccc3c(c2)OCO3)c1,-2.2%,3.3,56,2%,.,.,.,6%,13%,.,
O=C(N/N=C\C=C\c1ccc2c(c1)OCO2)c1cccnc1,1.2%,-1.8,63,6%,-3%,-0.4%,-3%,12%,10%,0.8%,
COc1ccccc1Cn1c(=S)[nH]c2cc(C(=O)NCc3cccnc3)ccc2c1=O,18%,1.3,60,-6%,-2%,-0.5%,7%,7%,-8%,1.7%,
O=C(c1ccccc1-c1ccccc1)N1CCOCC1,0.9%,0.5,55,0%,-3%,0.2%,7%,13%,-3%,2.0%,
S=c1[nH]ncn1/N=C/c1ccc(Br)cc1,4.0%,-1.3,48,7%,-4%,0.1%,12%,10%,-32%,-0.7%,
COc1ccc(C(=O)NC(=O)COC(=O)c2ccc3ncsc3c2)cc1,2.0%,-0.9,47,24%,.,0.4%,.,1%,13%,.,
COc1cc(/C=N/NC(=S)NCCN2CCOCC2)ccc1O,1.1%,5.4,68,6%,0%,-0.3%,20µM*,7µM*,-31%,0.4%,
N#Cc1ccccc1S(=O)(=O)N1CCN(S(=O)(=O)c2ccc(Br)c(C(=O)O)c2)CC1,-0.2%,0.8,80,5%,5%,-0.3%,11%,2%,-8%,-0.1%,
CC(C)c1ccccc1NC(=O)COC(=O)c1cc([N+](=O)[O-])ccc1N1CCOCC1,2.7%,4.3,50,.,-8%,.,8%,13%,.,0.7%[50 µM],
Cc1ccccc1CSCC(=O)N/N=C/c1cccs1,1.3%,-1.3,83,-2%,-1%,0.1%,9%,4%,3%,-0.5%,
COC(=O)c1ccccc1NC(=O)CN(c1ccc(OC)cc1)S(C)(=O)=O,-0.2%,-0.4,79,0%,-10%,-0.6%,4%,4%,-6%,0.1%,
COc1ccc(S(=O)(=O)N2CCC(C(N)=O)CC2)cc1,1.2%,-2.9,89,.,-1%,-0.2%,-8%,.,.,0.3%,
C/C=C/c1ccc(OCCOc2cc(C=O)ccc2OC)c(OC)c1,?,2.6,45,5%,-1%,-0.2%,0%,2%,-2%,-2.4%,

# Going on with the list:
SMILES,RSV CPE inhibition,NTR1 agonist,NTR1 agonist cell count 20 µM,Siah-1 displacement,NS5 inhibitors,West Nile virus CPE,MgcRacGAP inhibition,SV40 large T antigen,AID2073,UTI89 phage lysis,others
COc1ccc(-n2c(SCC(=O)Nc3ccc(C(N)=O)cc3)nc3c([nH]c4ccccc43)c2=O)cc1OC,3.4%,1.4,64,-5%,2%,1.5%,17%,-1%,-4%,1.2%[50 µM],
Cc1ccc(NC(=O)C(C)N=C2NS(=O)(=O)c3ccccc32)cc1F (stereo not drawn),1.3%,-0.6,41,7%,-6%,-0.2%,5%,7%,-1%,-0.1%,
Cc1nc2nc(SCC(=O)C(C)(C)C)[nH]c2cc1Br,1.2%,0.5,68,-1%,-3%,0.2%,6%,2%,-10%,0.7%,
COc1ccc(S(=O)(=O)Nc2cc(C(=O)NC3CCCCCC3)ccc2N2CCOCC2)cc1,1.1%,1.9,60,-2%,-2%,-0.1%,10%,3%,?,0.8%,
COc1ccc(OCc2cc(C(=O)NCCN3CCCC(O)C3)no2)c(Cl)c1 (stereo not drawn),0.0%,0.1,69,8%,3%,-0.7%,8%,4%,6%,-0.1%,
CSc1nc2ccc(NC(=O)c3c(-c4ccccc4)noc3C)cc2s1,1.3%,1.0,32,9%,-12%,-0.1%,7%,13%,-6%,-0.2%,
COc1ccc(S(=O)(=O)NCC(c2ccc(F)cc2)N2CCOCC2)cc1Br (stereo not drawn),.,-0.8,75,.,-4%,.,1%,.,.,0.1%[50 µM],
COc1ccc(NC(=O)CSc2nc3ccsc3c(=O)n2CCCCCC(=O)O)cc1,-0.4%,0.8,39,5%,-4%,0.8%,8%,8%,-7%,0.1%,
CCN1C(=O)C(CC(=O)Nc2ccc(OC)cc2)N(Cc2ccco2)C1=S (stereo not drawn),0.7%,-1.5,50,-6%,-4%,-0.5%,-1%,4%,-13%,9.6%,
CCOc1ccc(OCCC(=O)OCC(=O)N2CCN(S(=O)(=O)c3ccc(C)cc3)CC2)cc1,-0.1%,1.2,60,.,-7%,.,?,11µM*,.,-1.5%,
Clc1cc(CSc2ccccc2)nc(-c2ccccc2)n1,1.9%,11,37,3%,-1%,-0.2%,10%,6%,-3%,-0.8%,
CC(=O)NC(C)c1cc(F)c2cccnc2c1O (stereo not drawn),0.0%,2.9,61,.,6%,.,5%,.,.,0.3%,
Cc1cccc(NS(=O)(=O)c2ccc3c(c2)CCN3C(=O)CCC(=O)O)c1,1.5%,0.3,85,0%,-2%,-0.3%,5%,9%,4%,0.1%,
Cc1ccc(N2C(=O)C3C4C=CC(CNC(=S)N5CCN(c6ccccn6)CC5)(O4)C3C2=O)cc1 (stereo not drawn),1.2%,0.4,39,-2%,-14%,-0.1%,9%,2%,49%,-1.2%[50 µM],
O=c1c2ccccc2cnn1Cc1n[nH]c(=S)n1-c1ccc(Cl)cc1Cl,4.8%,3.9,80,7%,.,0.3%,.,9%,-11%,.,
Cc1ccc(NC(=O)C2CC(=O)N(c3ccc4c(c3)OCCO4)C2)cc1S(=O)(=O)N(C)C (stereo not drawn),7.2%,0.9,65,.,7%,.,8%,3%,.,1.0%[50 µM],
COc1nc(OC)nc(N(C)CCO)n1,0.9%,-1.6,61,1%,-8%,0.3%,5%,-3%,5%,0.1%,
Cc1nonc1-c1csc(N)n1,-1.8%,0.2,51,14%,-1%,0.2%,5%,3%,-4%,-0.2%,
CCCCCCNC(=O)c1cc(S(=O)(=O)N2CCc3ccccc32)ccc1F,-2.4%,-0.5,82,-3%,-7%,-1.0%,6%,9%,5%,0.1%,
CC1CCC/C=C/C(=O)c2c(O)cc(O)cc2CC(=O)O1 (stereo not drawn),-2.3%,32,93,-1%,2%,-1.6%,-8%,?,5%,2.7%,
CCN1CCCC1CNC(=O)CN(C)S(=O)(=O)c1ccc(Cl)cc1 (stereo not drawn),-0.9%,2.4,39,13%,-3%,-0.7%,3%,10%,6%,-0.3%,
Cc1cc(S(=O)(=O)NCc2ccccn2)c(Cl)cc1Cl,0.9%,0.3,75,-2%,-5%,-0.9%,8%,6%,-5%,0.2%,
COc1cccc(NC(=O)CN(C)C(=O)c2cn(-c3ccccc3)nc2-c2cccs2)c1,-0.5%,6.4,45,.,-7%,.,1%,1%,.,0.7%[50 µM],
CCCCCn1c(=O)[nH]c2cc(C(=O)NCCN3CCCCC3C)ccc2c1=O (stereo not drawn),0.6%,-0.6,40,3%,-15%,-0.5%,9%,26%,14%,-0.2%,
c1ccc(-n2cc(CN3CCCC(CN4CCCC4)C3)c(-c3ccc4c(c3)OCO4)n2)cc1 (stereo not drawn),-1.4%,-1.1,73,0%,-15%,1.0%,11%,0%,-4%,0.2%,

# (listing goes on)
SMILES,RSV CPE inhibition,NTR1 agonist,NTR1 agonist cell count 20 µM,Siah-1 displacement,NS5 inhibitors,West Nile virus CPE,MgcRacGAP inhibition,SV40 large T antigen,AID2073,UTI89 phage lysis,others
CCC(C)(C(=O)NC1CCCCC1)N(CC1CCCO1)C(=O)CNC(=O)c1ccccc1 (stereo not drawn),0.9%,0.7,78,-4%,-6%,-0.8%,4%,8%,3%,1.2%,
CCOCCOC(=O)Cn1cnc2scc(-c3ccc(C)cc3)c2c1=O,0.8%,-1.4,48,-2%,5%,-0.2%,2%,12%,-3%,1.1%,
CSc1ccccc1C(=O)Nc1cccc(N(C)S(C)(=O)=O)c1,0.2%,0.8,50,-1%,0%,-0.2%,17%,-3%,3%,0.1%,
O=C(/C=C/c1ccco1)NC(=S)Nc1ccc(N2CCOCC2)c(Cl)c1,1.2%,-0.7,36,4%,1%,1.1%,9%,12%,-7%,1.4%,
CCOC(=O)c1c(C)nc2ccccc2c1-c1ccccc1,0.8%,4.6,48,-2%,-7%,.,7%,6%,8%,-0.2%[50 µM],
CCOc1ccc(Br)cc1CC(=O)O,1.6%,0.6,45,.,-4%,0.5%,2%,0%,.,0.1%,
COc1ccc(CC(=O)Nc2cc(C)on2)cc1OC,.,-2.2,45,3%,0%,.,6%,1%,-5%,-0.4%,
